SDO1 yeast rescue: restores growth of sdo1-depleted yeast. S. cerevisiae sdo1-depleted JHY4D growth rescue, OD600 30 h; stronger effect = higher value; pdr5 snq2 efflux-pump mutant strain. z-score at 10 µM. 140,000 tested, 0.21% active. AID 817;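 active = z-score above 3 at both the 24 hr and the 30 hr optical density reads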;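 also: z-score against mean and SD of all compound wells on the same plate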
INS promoter inh: TRM-6 insulin promoter activity inhibition; TRM-6 cells (human fetal islet line), insulin promoter-eGFP reporter, imaging; reporter expression induced with tamoxifen; inhibition, % at 2 µM; 130,000 tested, 0.9% active; AID 1273;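 active = inhibition above the mean plus 3 SD, with well images judged a real hit on visual review, cut at about 60% in these data, passing the limit was not always enough; inconclusive = inhibition over the cutoff but images rejected on review; inactive = inhibition not above the cutoff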
SDO1 yeast rescue Rescue 24 h: further read-out of SDO1 yeast rescue, marked with its call; z-score; S. cerevisiae sdo1-depleted JHY4D growth rescue, OD600; measured here: growth rescue at 24 h;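 0 is the plate mean of compound wells and units are plate SD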
* hit, by the source's call; ? = inconclusive; / = no result given; & = joins results of further samples.

SDO1 yeast rescue	SDO1 yeast rescue Rescue 24 h	INS promoter inh	molecule
-0.97	-1.1	/	CCOC(=O)Cn1c(-c2ccccc2)nc2ccccc2c1=O
/	/	21	O=[N+]([O-])c1ccc(N2CCN(C(=S)Nc3ccccc3)CC2)cc1
-1.4	-1.2	/	CC(C)Nc1nnc(Sc2ccc(Cl)cc2[N+](=O)[O-])s1
0.49&-1.1	-0.06&-1.7	15	Cc1ccc(-n2c(O)c(/C=N/n3cnnc3)c3ccccc3c2=O)cc1
-0.8	0.32	42	COc1ccc(-c2cc(C(F)(F)F)nc(SCC(=O)Nc3ccc4c(c3)OCO4)n2)cc1OC
-0.58	-1	/	O=C(c1cc2c(s1)CCC2)N1C(=O)c2ccccc2S1(=O)=O
-0.29	-0.36	-111	O=c1c2ccccc2nc(/C=C/c2ccc([N+](=O)[O-])cc2)n1CCCO
-0.86	-0.85	/	O=C(c1ccco1)N1CCN(CC(O)COc2ccc3oc4ccccc4c3c2)CC1 (stereo not given)
0.43	0.25	7	O=C(O)CCNc1nc(-c2ccccc2)nc2ccccc12
0.32	-0.01	30	C=C(C)C1Cc2cc3ccc(=O)oc3cc2O1 (stereo not given)
/	/	-25	CCN1C(C#N)=C(C#N)N=C(C)CC1(C)C
-1.3	-0.46	-27	CS(=O)(=O)N(Cc1ccccc1)c1ccc(C(=O)N2CCN(c3cccc(Cl)c3)CC2)cc1
0.09	1.9	/	Cc1ccc(-c2onc3ccc(C4(C)OCCO4)cc23)cc1
0.14	-0.56	6	CCOC(=O)C1CCCN(C(=O)c2cncc(Br)c2)C1 (stereo not given)
0.58	0.07	8	COC(=O)CCn1[nH]c(=O)c2ccccc2c1=O
0.26	-0.37	-9	COc1ccccc1NC(=S)N1CCN(C(=O)c2ccco2)CC1
-0.16	0.23	37	Cc1ccc(C(C(=O)NC2CCCCC2)N2CCC3(CC2)OCCO3)cc1 (stereo not given)
-0.75	-0.44	56	Cc1ccc(C)c(CSc2ncccc2C(=O)O)c1
0.52	0.51	48	O=C(c1ccc(Cl)cc1)c1cnc2ccccn12
-0.22	-0.24	21	Cc1cccc(C(=O)NCCc2ccc(S(N)(=O)=O)cc2)c1[N+](=O)[O-]
0.32	0.08	7	Cc1cccc(NC(=O)c2sc(-c3ccccc3)nc2-c2ccc([N+](=O)[O-])cc2)c1
/	/	-12	O=C(O)c1ccccc1-c1csc(-c2ccccc2)n1
0.43	0.14	/	C=CCSc1nnc2c(n1)OC(c1cccnc1)N(C(C)=O)c1ccccc1-2 (stereo not given)
0.21	-1.1	-8	O=C(CSc1ncn[nH]1)NCc1ccccc1
-1.3	-1.1	30	Cc1ccc(S(=O)(=O)Nc2ccc(N=Nc3ccc(O)cc3)cc2)cc1
-0.14	0.2	21	COc1ccc(-c2oc3ncnc(N)c3c2-c2ccccc2)cc1
-0.66	-0.12	57	COCCCNC(=O)c1ccc(Cn2c(=O)c3ccccc3n(Cc3ccccc3C)c2=O)cc1
-1.4	-0.84	?	C/C(CCc1oc2ccc(Cl)cc2c1-c1ccc(C)o1)=N\O
/	/	6	CN(C)/C=N/c1ncc(-c2ncc(C(F)(F)F)cc2Cl)cn1
0.8	0.02	-6	CCCC1CCC(=NNS(=O)(=O)c2ccc(C)c([N+](=O)[O-])c2)CC1 (stereo not given)

Single records, from the list above. Order of values: SDO1 yeast rescue	SDO1 yeast rescue Rescue 24 h	INS promoter inh
Record of CCOC(=O)Cn1c(-c2ccccc2)nc2ccccc2c1=O : -0.97	-1.1	/
Record of O=C(CSc1ncn[nH]1)NCc1ccccc1 : 0.21	-1.1	-8
Record of CCOC(=O)C1CCCN(C(=O)c2cncc(Br)c2)C1 (stereo not given) : 0.14	-0.56	6
Record of O=C(O)CCNc1nc(-c2ccccc2)nc2ccccc12 : 0.43	0.25	7

Further compounds:
SDO1 yeast rescue	SDO1 yeast rescue Rescue 24 h	INS promoter inh	molecule
0.74	0.41	12	O=C(Cn1ccc([N+](=O)[O-])n1)N1CCCc2ccccc21
1.1	1.2	-433	CCn1c(CNC(=O)c2ccc(OC)c(OC)c2)nnc1SCC(=O)c1ccc(OC)cc1
0.15	-0.44	3	O=C(COC(=O)Cn1cnc2ccccc21)Nc1ccc2c(c1)OCCO2
0.61	0.03	-15	Cc1cc(C)nc(NCC(O)CNc2ccccc2C)n1 (stereo not given)
0.07	-0.24	50	Cc1ccc(S(=O)(=O)N(C)CC(=O)N2CCOCC2)cc1
-1.5	-1.2	/	Clc1cccc(/C=N/Nc2nc(Cl)nc3ccccc23)c1
0.69	0.11	-23	NC(=O)CC[C@H](NC(=O)c1ccc(F)cc1)C(=O)OCC(=O)Nc1ccc(N2CCOCC2)cc1
1	1.4	-42	CN1CCN(CC(=O)N/N=C/c2ccc(F)c(F)c2)CC1
/	/	-55	Cn1c(O)c(/C=N/Nc2ccccc2)c(=O)n(C)c1=O
0.5	0.56	25	CCN(CC)CC(C)OC(=O)COc1ccc(OC)cc1 (stereo not given)
0.81	0.08	6	O=C(CSc1cccc[n+]1[O-])Nc1cc(S(=O)(=O)N2CCOCC2)ccc1N1CCOCC1
0.16	0.03	22	CC(C)=CC(=O)Nc1ccc(Br)cc1
-0.01	0.07	-37	Nc1[nH]c(N=NC(=O)c2ccc(F)cc2)c2ccccc12
0.52	1	/	CC(C)(C)c1nc(S(=O)(=O)c2ccc(Cl)cc2)c(N2CCOCC2)o1
1.2	0.27	0	O=C(N/N=C/C1CC2CCC1C2)c1ccc2c(c1)OCO2 (stereo not given)
0.61	-0.15	-4	CSc1nc(=NC(C)=O)ss1
1.4	1.5	/	COc1ccc(CN2C(=O)NC3(CCCCCC3)C2=O)cc1F
-0.07	0.23	2	Cc1cccc(-n2c(C)cc(C(=O)NC3CCCCC3)c2C)c1
0.77	0.13	7	O=C(CNC(=O)c1ccc(S(=O)(=O)N2CCCC2)cc1)N/N=C/c1ccccc1
/	/	-86	O=c1c2cc(N3CCOCC3)ccc2[nH]c(=S)n1Cc1ccccc1Cl
/	/	8	CN(CC(=O)Nc1cccc(F)c1)CC(=O)Nc1ccc(Cl)cc1[N+](=O)[O-]
/	/	41	CC(C)OCCCNC(=O)Cc1ccc(Br)cc1
/	/	43	COc1ccc(CCNC(=O)CSc2nc3ccccc3c3nc(CCN4CCCCC4)nn23)cc1OC
0.22	-0.34	12	Cc1ccc(S(=O)(=O)N2CCN(CC(=O)N/N=C\c3ccc(Cl)c([N+](=O)[O-])c3)CC2)cc1
-0.26	0.64	27	Cc1nc2ccc(S(=O)(=O)NCC(=O)N3CCN(c4ccccn4)CC3)cc2s1
-0.85	-0.54	4	O=C(NCC(=O)N(c1ccccc1)C(C(=O)NC1CCCC1)c1cccnc1)c1cccs1 (stereo not given)
0.39	0.07	/	C=CCN(C(=O)CNS(=O)(=O)c1ccccc1)C(C(=O)NCCOC)c1ccncc1 (stereo not given)
0.18	-0.48	/	COc1cc(C(C(=O)NC(C)(C)C)N(C(=O)CNC(=O)c2cccs2)c2ccc(C(C)C)cc2)cc(OC)c1OC (stereo not given)
0.68	0.17	/	Cc1cccc(C2CC(c3ccccc3)Nc3nc(N)nn32)c1 (stereo not given)
-1.2	-1.4	/	COc1ccc(-c2cc(C(F)(F)F)nc(SCC(=O)Nc3sc4c(c3C#N)CCC4)n2)cc1

Structures from the list above that have a tert-butyl group (2):
SDO1 yeast rescue	SDO1 yeast rescue Rescue 24 h	INS promoter inh	molecule
0.52	1	/	CC(C)(C)c1nc(S(=O)(=O)c2ccc(Cl)cc2)c(N2CCOCC2)o1
0.18	-0.48	/	COc1cc(C(C(=O)NC(C)(C)C)N(C(=O)CNC(=O)c2cccs2)c2ccc(C(C)C)cc2)cc(OC)c1OC (stereo not given)

Next records
SDO1 yeast rescue	SDO1 yeast rescue Rescue 24 h	INS promoter inh	molecule
-0.07	0.3	18	COc1ccc(S(=O)(=O)CC(O)CN2CCCC2=O)cc1 (stereo not given)
/	/	-41	N#C/C(=C/c1cccn1-c1cccc(C(=O)O)c1)c1ccc(F)cc1
0.5	0.03	/	COc1ccc(OC)c(S(=O)(=O)NCc2cn3c(C)csc3n2)c1
/	/	-57	COCCn1c(SCC(=O)Nc2ccc(OC)cc2)nc2c(oc3ccccc32)c1=O
-0.72	-0.57	66	CCC(C)n1c(/C=C/c2ccccc2)nc2ccccc21 (stereo not given)
-0.4	0.34	/	CCc1nc(SCC(=O)NCc2ccco2)c2c(=O)n(C)c(=O)n(C)c2n1
0.64	0.34	20	O=C(N/N=C/c1ccc(Br)s1)c1ccccn1
-1.2	-0.66	/	Cc1csc2ncc(C(=O)NCCc3ccccc3)c(=O)n12
-1.4	-0.82	-41	O=C(C1CCCN(S(=O)(=O)c2cccc3nonc23)C1)N1CCC(Cc2ccccc2)CC1 (stereo not given)
-1.5	-0.83	/	COc1ccccc1NC(=O)c1ccccc1NS(=O)(=O)N1CCCC1
-0.7	-1.1	14	Cc1ccc(C(=O)CSc2nnc(-c3ccco3)n2CC2CCCO2)cc1 (stereo not given)
-1.4	-1.1	-105	CCOC(=O)C1CCN(Cc2nc3ccccc3c(=O)n2-c2ccc(OCC)cc2)CC1
1.1	0.94	28	Cn1nc(-c2ccc(OCC(=O)Nc3cccnc3)cc2)c2ccccc2c1=O
1.1	1.2	-32	O=C(CN1c2cccc3cccc(c23)S1(=O)=O)Nc1cccc(S(=O)(=O)N2CCOCC2)c1
/	/	-95	CC(C)[C@H](NC(=O)c1ccco1)C(=O)OCC(=O)NC12CC3CC(CC(C3)C1)C2
/	/	29	CCn1c2ccccc2c(=O)c2ccccc21
1.9	2.1	28	Cc1ccc2[nH]c3c(NCCN4CCOCC4)ncnc3c2c1
/	/	-57	CCOC(=O)C1(Cc2ccccc2Cl)CCN(C(=O)CCn2ccnc2C)CC1
/	/	-15	O=c1c2c(-c3ccc([N+](=O)[O-])cc3)csc2nc2n1CCCCC2
-0.04	-0.48	/	COCCCNC(=O)CN(c1cccc(Cl)c1)S(C)(=O)=O
0.42	0.75	-6	CCOC(=O)C1=C(c2ccccc2)NC(=S)NC1c1ccc(C)c([N+](=O)[O-])c1 (stereo not given)
-0.35	-0.52	/	O=C(NCC1COc2ccccc2O1)c1ccc(NC(=O)C2CCCO2)cc1 (stereo not given)
/	/	25	O=C(COC(=O)C1CCCCC1)Nc1ccc(S(=O)(=O)N2CCOCC2)cc1
-0.79	-0.5	7	CC1CCCN(c2ccc(C(=O)Nc3ccc4c(c3)OCO4)cc2[N+](=O)[O-])C1 (stereo not given)
0.51	0.06	27	CN1C=CC(=C2C(=O)c3ccccc3C2=O)C=C1
-1.4	-0.98	0	O=C(NC(NNc1ccc([N+](=O)[O-])cc1)(C(F)(F)F)C(F)(F)F)c1ccc(Cl)cc1
-0.28	1.7	0	CC(=O)N1c2c(cc(Br)cc2S(=O)(=O)NCC2COc3ccccc3O2)CC1C (stereo not given)
1.6	2	15	COc1cc(CNc2ccc(CNc3ncn[nH]3)cc2)ccc1OCC(=O)NC(C)(C)C
/	/	-27	Cc1nonc1N1CCN(Cc2cn[nH]c2-c2ccc(F)cc2F)CC1
-0.07	0.1	21	O=C(N/N=C/c1ccc([N+](=O)[O-])cc1)c1ccc2nc[nH]c2c1
0.91	0.29	39	COc1ccc(C2(C(=O)NCC3CCCO3)CCOCC2)cc1 (stereo not given)
-0.63	-0.47	13	C=CCn1c(SCc2c(C)noc2C)nc2sc(C)c(C)c2c1=O
-1.1	-1.2	-116	CC(C)c1nc(-c2c(N)n(C)c(=O)n(C)c2=O)sc1C(=O)C(C)(C)C
/	/	62	COC(c1ccccc1)c1nnc(CCC(=O)NCCC(C)C)o1 (stereo not given)
-0.43	-0.01	0	Cn1c(=O)c(/C=C/c2ccccc2)nc2ccccc21
-1.1	-1.6	/	Oc1c(C(c2ccccc2)N2CCc3ccccc3C2)sc2ncnn12 (stereo not given)
0.9	1	-24	COc1ccccc1N1CCN(CC(=O)NC(=O)NCc2ccco2)CC1
1.4	1.1	12	COC(=O)NC1(C(F)(F)F)NC(=O)N(C2CCCCC2)C1=O (stereo not given)
1.1	1.1	7	O=C(CCn1nnc(-c2cccs2)n1)NC1CCCCC1
-0.47	-0.68	18	Cc1cc(C(=O)CN2C(=O)c3ccccc3S2(=O)=O)c(C)n1-c1ccccc1
-1.8	-2	10	CCOC(=O)c1ccc(NS(=O)(=O)CC)cc1
-0.34	-0.04	30	COc1cccc(/C=C/C(=O)c2ccc(C)c([N+](=O)[O-])c2)c1
/	/	-20	CCOC(=O)c1ccc(N/C=C/C(=O)c2ccccc2)cc1
-1.5	-2.3	-6	FC(F)(F)c1cnc2c(c1)Nc1ccccc1S2
-1.7	-1.5	/	C(=N\n1cnnc1)/c1cccc(Oc2ccccc2)c1
-0.53	-0.45	21	CCc1cc2cc(C)cc(C)c2nc1SCC(=O)N1CCN(C(=O)c2ccco2)CC1
/	/	-27	CC(C)Cn1c(N)c(C(=O)COC(=O)c2c(F)cccc2F)c(=O)n(C)c1=O
1.2	1.1	/	C/C(=N\NC(=O)c1nn(C)c(C)c1Br)c1cccc(NC(=O)c2ccc(F)cc2)c1

Part of the list above in order of heavy-atom count, rising:
SDO1 yeast rescue	SDO1 yeast rescue Rescue 24 h	INS promoter inh	molecule
-1.8	-2	10	CCOC(=O)c1ccc(NS(=O)(=O)CC)cc1
/	/	-20	CCOC(=O)c1ccc(N/C=C/C(=O)c2ccccc2)cc1
/	/	-27	CC(C)Cn1c(N)c(C(=O)COC(=O)c2c(F)cccc2F)c(=O)n(C)c1=O

Screening data: PubChem, several laboratories
